Screening results (PubChem BioAssay)
mcGAS RapidFire: blocks mouse cGAS cGAMP production | Q8C6L5 | recombinant mouse cGAS, cGAMP by RapidFire MS | inhibition, % at 12.5 µM | 0.18% of 130,000 active | AID 1259397;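 active means inhibition of cGAS enzyme activity at or above 60%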;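 further: enzyme stimulated by 45 bp dsDNA with ATP and GTP substrates; cGAMP share of summed cGAMP plus half ATP and half GTP signals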
Target sequence (Q8C6L5 whole entry, looked up): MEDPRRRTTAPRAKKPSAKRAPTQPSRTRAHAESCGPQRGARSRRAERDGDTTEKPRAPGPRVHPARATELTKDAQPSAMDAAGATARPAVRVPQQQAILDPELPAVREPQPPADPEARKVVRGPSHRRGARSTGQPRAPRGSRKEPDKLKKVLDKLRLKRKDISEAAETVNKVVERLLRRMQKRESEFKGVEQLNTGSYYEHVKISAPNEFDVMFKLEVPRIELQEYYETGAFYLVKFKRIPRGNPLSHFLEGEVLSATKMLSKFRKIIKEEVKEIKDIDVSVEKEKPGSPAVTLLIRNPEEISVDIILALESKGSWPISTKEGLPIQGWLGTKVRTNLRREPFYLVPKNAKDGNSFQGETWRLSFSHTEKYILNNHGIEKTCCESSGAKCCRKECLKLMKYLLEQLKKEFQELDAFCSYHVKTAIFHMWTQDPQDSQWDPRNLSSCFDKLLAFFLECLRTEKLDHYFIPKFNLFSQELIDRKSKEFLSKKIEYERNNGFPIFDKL
* = called active by the depositor; & = joins results of further samples. A portion of the library; rates above refer to the full screens.

SMILES	mcGAS RapidFire
O=C(CCC1CCN(CC2CCOC2)CC1)Nc1ccccc1Cl (stereo not given)	-5
Cc1ccc(C)c(Cn2cnc3c(nnn3Cc3ccc(Cl)cc3)c2=O)c1	5
Cc1nc2sccn2c1CN(C)C(=O)c1ccc2c(c1)CCCC(=O)N2	1
O=CC1=C(N2CCOCC2)/C(=C\c2ccc(Cl)cc2Cl)CC1	-9
CCn1c(SCC(=O)Nc2sc3c(c2C#N)CCC3)nnc1C1CC1	0
CC(C)COc1ccccc1CN(C)C(=O)CC1CCS(=O)(=O)C1 (stereo not given)	-41
CCC(C(=O)N1Cc2cnc(-c3ccccc3)nc2C1)N1CCOCC1 (stereo not given)	-21
Cc1nc(C(C)N(C)C(=O)c2ncn[nH]2)c(C)s1 (stereo not given)	-16&12
COc1ccc2nc(C=Cc3cc(Br)c(O)c(OC)c3)sc2c1	-4
CCOC1CCN(C(=O)Nc2cc(F)ccc2OC(C)C)CC1	-8
O=C(Cn1cc([N+](=O)[O-])cn1)n1cc(Cl)cn1	-20
CCNC(=O)c1cc(=O)c(OCc2ccccc2)cn1C	-2
COc1ccc(N2CCNC(C)C2=O)c(OC)c1 (stereo not given)	-4
COc1ccc(CC(=O)Nc2ccc(-c3nn[nH]n3)cc2)c(Cl)c1	-1
CNCc1cc2ccccc2o1	-8
Fc1cccc(-n2nnnc2SCc2coc(-c3ccccc3)n2)c1	-6
Cc1cccc(C)c1Oc1ncccc1CNc1ccnc(N)n1	-4
CCOC(=O)c1cc(C)[nH]c(=S)c1C#N	-9
CCOC(=O)N1CCN(C(=O)C2CCC(=O)N(Cc3cccc(C(F)(F)F)c3)C2)CC1 (stereo not given)	-8
O=C(CCSC/C=C/c1ccccc1)Nc1ccccc1F	-4
Cc1ccc(C(=O)NC2C(=O)Nc3c2ccc(Cl)c3Cl)cn1 (stereo not given)	-2
Cc1nsc(NC(=O)NC2(CN3CCOCC3)CCCCC2)n1	-18
CN(C)CCOC1c2ccccc2C=Cc2ccccc21	-9
N=C1C(c2nc3ccccc3[nH]2)C(=O)CN1CCCN1CC(=O)C(c2nc3ccccc3[nH]2)C1=N (stereo not given)	4
Cc1ccc(OCC(=O)NCC(c2ccc3c(c2)CCCN3C)N2CCN(C)CC2)cc1 (stereo not given)	-15
(cont.)
SMILES	mcGAS RapidFire
CC(C)(C)C(=O)[C@@H]1[C@H]2C3COC(O3)C(=O)[C@@H]2[C@H]2C=Cc3ccccc3N21 (stereo not given in full)	-11
CC(C)c1cc(NC(=O)c2ccc(CN3CC[C@H](O)C3)cc2)n(C)n1	-23
CCCC(=O)Nc1cccc(NCCOc2ccccc2F)c1C	-10
CCCCNc1ncnc2sc3c(c12)CCCC3	-8
CSc1nc2n(n1)C(c1ccc(O)cc1)C1C(=O)CC(c3ccccc3O)CC1=N2 (stereo not given)	-10
Cc1nn(C)c(C)c1NC(=O)C(C)Nc1cccc(C(=O)NC2CC2)c1 (stereo not given)	10
C=c1occc1=C1NN=C(SCC(=O)c2cc(C)n(CC)c2C)O1	-7
COc1cccc(N2CC(C(=O)Nc3ccc(F)cc3)CC2=O)c1 (stereo not given)	-22
CCOC(=O)N1CCN(C(c2ccncc2)c2c(O)cc(C)n(Cc3cccnc3)c2=O)CC1 (stereo not given)	-8
O=C(CCc1ccc2c(c1)OCCO2)NC1CCCCC1	4
CC(C)(O)C#Cc1ccc(C(=O)NCCn2nnc3ccccc32)o1	-16
CC1CC(N(C)CC2CCN(CCO)CC2)C(=O)O1 (stereo not given)	-8
C=CCSSSCC=C	-4
CC(C(=O)N1CC(c2cccnc2)C1)n1cnc2ccccc21 (stereo not given)	-17
O=C(CC1C=CCC1)NCc1ccccc1CS(=O)(=O)N1CCOCC1 (stereo not given)	-5
CCc1oc2ccccc2c1C(=O)c1cc(Br)c(O)c(Br)c1	3&20
CC(=O)NC(C(=O)Nc1cc(-c2c(F)cccc2F)[nH]n1)C(C)C (stereo not given)	6
Cn1c(SCC(=O)NC2CCCC2)nnc1-c1ccco1	-2
CC(C)CCn1c(=O)[nH]c2cc(Cl)ccc2c1=O	-1
CC(=O)NCC1CN(c2ccc(C)cc2)C(=O)O1 (stereo not given)	-12
Clc1cccc(CN2CCN(Cc3ccnn3-c3ccccc3)CC2)c1	-13
COc1cc2[nH]c(=O)[nH]c2cc1-n1cnnc1	-16
CSC1CCCC1N(C)Cc1cc(=O)n2[nH]ccc2n1 (stereo not given)	-4&7
Cc1nc(CNC2CCN(Cc3ccccc3)CC2)nc2c1CCCC2	-9
CN(C)Cn1c(=S)oc2cc(S(=O)(=O)Nc3ccccc3Cl)ccc21	-3
Later entries
SMILES	mcGAS RapidFire
CCOC(=O)C1=C(C)Nc2ncnn2C1c1ccc(C)o1 (stereo not given)	-3
CN(C)c1nccnc1N1CCC(N2CCCC(C(=O)N3CCCC3)C2)CC1 (stereo not given)	4
Cc1c(C(=O)NC2(c3ccccc3)CCC2)oc2c1C(=O)CCC2	-7
Cc1ccnc(Nc2ccc(NCCNS(=O)(=O)Cc3ccccc3)nn2)c1	-11
Cc1ccc(CNC(=O)CC2Sc3ccc(Cl)cc3NC2=O)cc1F (stereo not given)	-8
Cc1cccc(S(=O)(=O)N2CCN(C(=O)c3cccs3)CC2)c1	-6
Cc1nn(CC(=O)NC(C)(C)C)c(C)c1S(=O)(=O)NC(C)(C)C	-5
COC(=O)N=C(C#N)C(Cl)Cl	-5
CCc1nc(CC(=O)NCC(C)(C)c2ccccc2OC)cs1	-9
CC1CC(c2ccsc2)CN1C(=O)CNC(=O)c1ccccc1 (stereo not given)	-5
O=C(CN1C(=O)CC(N2C(=O)C(=CC=Cc3ccccc3)SC2=S)C1=O)Nc1ccc(O)cc1 (stereo not given)	-2
CN(CC(F)F)C(=O)NCc1cccc(NC(=O)c2ccncc2)c1	-8
Clc1cccc(Nc2nc3ccccc3n3cnnc23)c1	-2
COc1ccc(Cl)cc1NC(=O)CN(C)C(C)C(=O)NCC1CCCCC1 (stereo not given)	5
CCC(C(=O)NCc1ccccc1)N(C)Cc1ccc(C)o1 (stereo not given)	-7
Cc1cccc(S(=O)(=O)N2CCN(C(=O)C3CC4C=CC3C4)CC2)c1 (stereo not given)	-2
CC(NC(=O)c1cc(-c2ccncc2)nc2ccccc12)c1ncn[nH]1 (stereo not given)	-7
CN(Cc1ccc(Cl)s1)c1ccc(S(N)(=O)=O)cn1	-12
CN1CCC(CNC(=O)c2ccc3c4c([nH]c3c2)CCCC4)C1 (stereo not given)	-6
O=C(O)CC1CCCCN1S(=O)(=O)c1ccccc1 (stereo not given)	-1
CC(C)C(=O)N1CCC(NC(=O)c2c3c(nc4ccccc24)CCC3)CC1	-16
CCN1CCN(C(c2ccc([N+](=O)[O-])cc2)C2Sc3nc(C)nn3C2=O)CC1 (stereo not given)	-8
Cc1ccccc1CN1CCN(c2nc(C(=O)NCCC(F)(F)F)co2)C1=O	-5
CCOC(=O)c1cccnc1N1CCC(O)(c2ccc(C)cn2)CC1	-11
Nc1nc(SCC(=O)N2N=C(c3ccco3)CC2c2cccs2)n[nH]1 (stereo not given)	-5
(continued)
SMILES	mcGAS RapidFire
CC12CC(NC(=O)N1c1ccc(Cl)cc1)c1cc(Cl)ccc1O2 (stereo not given)	-1
CSc1nccn1-c1cccc(C(=O)NCc2nnc(C)n2C)c1	3
CCCc1noc(C(C)Sc2nnc(NCC(C)C)s2)n1 (stereo not given)	-2
OC1CCCN(Cc2cn(Cc3ccccc3)nc2-c2ccc3c(c2)OCO3)C1 (stereo not given)	-7
CO/C(NC(C)=O)=C1/NC(=O)c2ccccc2NC1c1ccccc1 (stereo not given)	18
CCOC(=O)C1(Cc2cccc(Cl)c2)CCCN(Cc2cccnc2)C1 (stereo not given)	-10
CC(C)c1ccc(NC2CCCN(C(=O)c3cccc(C#CC(C)(C)O)c3)C2)cc1 (stereo not given)	1
CC(C)NC(=O)COC(=O)C1CCCN1C(=O)C(C)(C)C (stereo not given)	-3
C=C(OC(=O)c1ccccc1/C(C)=N/O)c1ccccc1C(=O)O	-7
Cc1n[nH]c(C)c1S(=O)(=O)NCc1cnn(-c2ccccc2)c1	0
Cc1cc(C(=O)N2CCC3(CCCc4ccccc43)C2)nn1-c1ccccc1 (stereo not given)	-2
CCCc1nnc(C(=O)N(C)Cc2cccnc2)o1	1
CC1CCCCC12NC(=O)N(CC(=O)OCC#N)C2=O (stereo not given)	-4
O=c1c2ccccc2ncn1CCc1n[nH]c(CCc2ccccc2)n1	-13
COc1ccc(C(CCN(C)C)OC(=O)Nc2ccc(C(=O)N[C@H]3CCOC3=O)cc2)cc1 (stereo not given in full)	-3
OC1C[C@H]2CC[C@@H](C1)N2c1ncnc2[nH]ccc12 (stereo not given in full)	-18
CSc1ccc(C2C(C#N)C(=N)SC(=N)C2C#N)cc1 (stereo not given)	15
CNC(=O)c1ccccc1NC(=O)Cc1ccc(C)c(C)c1	-2
CC1CC(=O)CC(=O)C1C(=O)OC(C)(C)C (stereo not given)	-4
CC(=O)Nc1cnc(-c2ccc(N)cc2)cn1	-1
COc1ccc(-c2nc(CN3CCCC3c3nonc3C)c(C)o2)c(OC)c1 (stereo not given)	-9
Cc1cccc(NCC(=O)NNC(=O)c2ccccc2)c1C	1
O=C(Nc1ccc(S(=O)(=O)C(F)F)cc1)C1CCOCC1	-16
COc1cc(CC(=O)Nc2ccccn2)ccc1C	-4
Cc1cccc(CN2CCN(Cc3ncccc3C(=O)O)C(C)C2=O)c1 (stereo not given)	2

As a short view, part of the list above.
SMILES	mcGAS RapidFire
CC12CC(NC(=O)N1c1ccc(Cl)cc1)c1cc(Cl)ccc1O2 (stereo not given)	-1
CSc1nccn1-c1cccc(C(=O)NCc2nnc(C)n2C)c1	3
CCCc1noc(C(C)Sc2nnc(NCC(C)C)s2)n1 (stereo not given)	-2
OC1CCCN(Cc2cn(Cc3ccccc3)nc2-c2ccc3c(c2)OCO3)C1 (stereo not given)	-7
CO/C(NC(C)=O)=C1/NC(=O)c2ccccc2NC1c1ccccc1 (stereo not given)	18

(next part)
SMILES	mcGAS RapidFire
Oc1cccc(C2CCN(C3CCC4(CCNCC4)CC3)CC2)c1	3
CN(Cc1noc(C2CCCC2)n1)C(=O)c1cnn2c1CCCC2	-8
Cc1ccc(C)c2[nH]c(=O)c(CCNC(=S)NCCc3ccccc3)cc12	1
NC(=O)C1CCCN1c1c(F)c(F)c(C(=O)c2ccccc2)c(F)c1F (stereo not given)	0
O=C(c1cccc(N2CCOCC2)c1)N1CCCC(CO)(Cc2ccc(F)cc2F)C1 (stereo not given)	-8
O=C1SC(Nc2cccc(F)c2)C(=O)N1c1ccccc1 (stereo not given)	8
COc1ccc(CC(=O)N2CCc3cc(C(=O)O)ccc32)c(OC)c1	5
Cc1cccn2c(=O)c3cc(C(=O)NC4CCCC4)n(C)c3nc12	-8
Cc1ccc(S(=O)(=O)N2CCN(CC(=O)NC3CCCCCC3)CC2)c(C)c1	-3
O=C(c1cnc(CN2CCCC2)s1)N1C[C@@H]2[C@@H]3CC[C@@H](C3)[C@@H]2C1	-16
CC(C)Cc1nc(CN(C)Cc2cc3n(n2)CCCNC3)no1	-16
CC1=Nc2ccccc2C1=Cc1c(N)n2nc(COc3cccc(C)c3)sc2nc1=O	0
O=S(=O)(c1cnc[nH]1)N1CCN(c2ccc(F)cc2)CC1	-12
O=c1c2cc3c(=O)n(-c4ccncc4)ccc3nc2ccn1CCCN1CCOCC1	-10
Cc1c(CNC(=O)CCS(C)(=O)=O)oc2ccccc12	-10&1
Cc1ccc(Nc2cc(C)nc(N3CCN(C(=O)c4cc(C)cc(C)c4)CC3)n2)cc1	-10
CCc1nn2c(ncc3c(=O)n(-c4ncn[nH]4)ccc32)c1-c1ccc(F)cc1	-4
Cc1cc(C(C#N)C(=O)C2CC2c2ccccc2C(F)(F)F)nc(C)n1 (stereo not given)	-4
COCC(C)N=C1NC(=O)C(CC(=O)NCCc2ccccc2)S1 (stereo not given)	-9
CC1(C(=O)O)CCN1C(=O)c1cccc(OC(F)(F)F)c1 (stereo not given)	2
O=C(Nc1n[nH]c(-c2ccccc2F)n1)c1ccnc(Cl)c1	-2
COCC(C)Nc1cnn(-c2ccc(C(=O)OC)cc2)c(=O)c1Cl (stereo not given)	-30
CC(c1cccc(-c2ccc3nc[nH]c3c2)c1)N(C)C (stereo not given)	12
Cc1[nH]cnc1CSCCNC1CCC2(CCNCC2)CC1	0
COCOc1cccc(CN2CCC2(C)C(=O)Nc2cccc(Br)c2C)c1 (stereo not given)	-6
CCCN1CCN(c2nc3c(c(=O)[nH]c(=O)n3C)n2Cc2ccc(Cl)cc2Cl)CC1	-3
CCN(C(=O)c1cc(C)oc1-c1ccccc1)C(C)CO (stereo not given)	-37

Part of the list above in order of molecular weight, ascending.
SMILES	mcGAS RapidFire
O=S(=O)(c1cnc[nH]1)N1CCN(c2ccc(F)cc2)CC1	-12
Cc1[nH]cnc1CSCCNC1CCC2(CCNCC2)CC1	0
CN(Cc1noc(C2CCCC2)n1)C(=O)c1cnn2c1CCCC2	-8
NC(=O)C1CCCN1c1c(F)c(F)c(C(=O)c2ccccc2)c(F)c1F (stereo not given)	0
Cc1ccc(S(=O)(=O)N2CCN(CC(=O)NC3CCCCCC3)CC2)c(C)c1	-3
CC1=Nc2ccccc2C1=Cc1c(N)n2nc(COc3cccc(C)c3)sc2nc1=O	0
